# Compound activity (PubChem BioAssay)
# SENP7 block – inhibitors of human SENP7 protease | recombinant SENP7, Z-RLRGG-aminoluciferin luminescence, 40 min | inhibition, % at 5 µM | AID 434973 | Q9BQF6 | 330,000 compounds, 1.5% hits;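 active means inhibition above about 50% at the single test dose, limit read from the data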;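 further: plate controls were DMSO with enzyme for no effect and no enzyme buffer wells for full effect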
# APOBEC3G inh – blocks human APOBEC3G single-stranded DNA deamination; AID 493012; inhibition, % at 20 µM; Q9HC16; 330,000 compounds, 0.28% hits; recombinant A3G, ssDNA deamination FAM/TAMRA fluorescence;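 active means inhibition of at least 40% at 20 µM, with no more than 30% in the related APOBEC3A deaminase screen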;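 further: plate controls were DMSO wells with A3G for no effect and wells lacking A3G enzyme for full effect; some compounds called inactive have numbers as strong as hits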
# SENP8 block-1 – blocks the human protease SENP8. 330,000 compounds, 1.2% hits. purified SENP8, Z-RLRGG-aminoluciferin cleavage, luminescence. Q96LD8. AID 2540. inhibition, % at 10 µM; in the data active means inhibition above about 50%
# Target sequence (Q96LD8 whole entry, looked up): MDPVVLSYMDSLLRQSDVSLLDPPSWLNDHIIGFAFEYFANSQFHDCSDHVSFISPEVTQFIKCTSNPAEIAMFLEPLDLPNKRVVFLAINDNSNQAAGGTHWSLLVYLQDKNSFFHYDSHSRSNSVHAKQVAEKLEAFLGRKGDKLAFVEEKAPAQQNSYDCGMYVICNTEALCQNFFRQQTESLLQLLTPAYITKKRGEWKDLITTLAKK
# UBC13 inh – inhibitors of human UBC13 polyubiquitin chain formation; 330,000 compounds, 0.47% hits; TR-FRET; P61088; inhibition, % at 20 µM; in the data active means inhibition above about 45%, passing the limit was not always enough
# Target sequence (P61088 whole entry, looked up): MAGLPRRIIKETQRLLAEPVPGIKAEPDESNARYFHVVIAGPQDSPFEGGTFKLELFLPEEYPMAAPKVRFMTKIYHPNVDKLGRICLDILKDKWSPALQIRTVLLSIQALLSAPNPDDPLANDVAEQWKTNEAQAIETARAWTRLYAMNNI
# Apaf1 inhib – inhibitors of human Apaf-1 apoptosome | O14727 | reconstituted apoptosome caspase-3 activity, DEVD-Rh110 fluorescence | inhibition, % at 20 µM | 330,000 compounds, 0.71% hits | AID 489030; active means inhibition of at least 40% at 20 µM;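 further: plate controls were DMSO wells for no effect and DEVD-CHO caspase inhibitor wells for full effect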
#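 Material: biochemical Apaf-1 apoptosome reconstitution. Medium: Hepes buffer, pH 7.5. Also added: cytochrome c activation, bis-DEVD rhodamine 110 substrate. Timing: 30 min compound preincubation, 50 min activation, room temperature. Measured by: rhodamine 110 fluorescence at Ex 480/Em 540 nm.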
# SENP8 block-2 – inhibitors of human SENP8 protease; AID 602440; Q96LD8; 360,000 compounds, 0.64% hits; recombinant SENP8, Nedd8 substrate fluorescence; inhibition, % at 20 µM; in the data active means inhibition mostly above about 40%, no sharp cut-off; inactive means mostly below about 27%
# SENP1 inh – blocks the human SENP1 SUMO protease catalytic domain; inhibition, % at 10 µM; 360,000 compounds, 0.21% hits; Q9P0U3; recombinant SENP1 catalytic domain, CyPet-SUMO1-YPet FRET cleavage; AID 624204;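 active means inhibition at least 30% at 10 µM, raw YFP signal under a set limit, fluorescence ratio 0.5 to 1.5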;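 further: 0% = enzyme with DMSO and 100% = no enzyme wells; some results filed as inactive read as strong as hits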
#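 Assay system – human recombinant His6-tagged SENP1 catalytic domain enzyme · Input – SENP1 enzyme, 20 pM final · Buffer or medium – Tris pH 8 buffer plus EDTA, NaCl, BME, BSA, NP40, catalase · Schedule – 50 min reaction at room temperature · Technique – FRET read of cyan and yellow fluorescence · Control set – no-enzyme wells low, DMSO-plus-enzyme wells high control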
# SENP6 inh – SENP6 protease inhibition | Recombinant SENP6 catalytic domain, aminoluciferin luminescence | inhibition, % at 10 µM | Q9GZR1 | 330,000 compounds, 1.8% hits;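 active means inhibition above about 50% at the single tested dose, limit read from the data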;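 further: plate controls were DMSO wells with enzyme for no effect and DMSO wells lacking enzyme for full effect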
# Target sequence (Q9GZR1 628-1112 limits assumed): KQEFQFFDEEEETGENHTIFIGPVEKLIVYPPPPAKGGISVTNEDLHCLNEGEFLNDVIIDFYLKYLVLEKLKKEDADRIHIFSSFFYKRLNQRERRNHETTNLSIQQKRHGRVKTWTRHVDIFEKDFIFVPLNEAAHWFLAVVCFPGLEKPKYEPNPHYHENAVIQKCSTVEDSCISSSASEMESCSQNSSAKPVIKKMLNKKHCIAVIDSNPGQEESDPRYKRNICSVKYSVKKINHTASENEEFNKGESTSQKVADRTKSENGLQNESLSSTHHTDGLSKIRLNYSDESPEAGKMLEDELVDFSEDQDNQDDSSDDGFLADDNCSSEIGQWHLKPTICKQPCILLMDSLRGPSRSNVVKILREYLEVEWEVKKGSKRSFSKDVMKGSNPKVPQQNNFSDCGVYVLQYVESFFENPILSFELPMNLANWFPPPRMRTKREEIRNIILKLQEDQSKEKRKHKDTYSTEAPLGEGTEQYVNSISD
# Active calls of the source: *; . = no result given. No enrichment for hits; 3.6% or so of the library scored in one or more.
SMILES,SENP7 block,APOBEC3G inh,SENP8 block-1,UBC13 inh,Apaf1 inhib,SENP8 block-2,SENP1 inh,SENP6 inh
NNC(=O)c1csc(-c2ncc(C(F)(F)F)cc2Cl)n1,2,-5,3,3,-13,-9,0,-8
Cc1ccc[n+](CC(=O)Nc2ccc(Cl)c([N+](=O)[O-])c2)c1,-21,3,-2,-4,-4,25,0,2
CCOC(=O)c1c(C)[nH]c(C(=O)NCCN2CCOCC2)c1C,-1,-13,7,2,-2,5,1,9
CCc1ccc(NC2CC(=O)N(CCc3ccc(OC)c(OC)c3)C2=O)cc1 (stereo not drawn),0,-6,4,-1,-6,7,1,18
Cn1c(=O)c2c(SC3CCCC3)nc(C3CC3)nc2n(C)c1=O,-7,-14,-12,-5,15,9,2,-4
C/C(=N\NC(=S)NC1CCCCC1)c1cccs1,4,-6,5,16,8,12,1,-7
O=c1oc2ccccc2c(O)c1/C=N/c1ncccn1,-8,-5,-15,10,-21,2,1,8
Cc1nnc(SCCCOc2ccccc2)nc1C,-1,-4,-2,6,-5,1,3,-11
Cc1ccc(S(=O)(=O)Oc2ccc(/C=N/NC(=O)c3nn(C)cc3[N+](=O)[O-])cc2)cc1,-11,-8,-7,-2,-4,31,2,4
O=C(c1ccncc1)N1CCN(C2CCC(c3ccccc3)CC2)CC1 (stereo not drawn),-8,-6,-8,-4,-7,28,1,-5
CCCNC(=O)C(Cc1cccc(Br)c1)NC(=O)c1ccc(C#N)cc1 (stereo not drawn),8,2,3,-1,5,16,1,20
CC1CCc2ccccc2N1C(N)=Nc1ccccc1 (stereo not drawn),-5,-4,-3,-1,5,4,-2,-10
CN(Cc1ccccc1)C(=O)CN(C)S(=O)(=O)c1ccc(F)cc1,-5,-5,1,5,8,21,1,6
Cc1cnc(C(=O)OCC(=O)Nc2sc3c(c2C#N)CCC3)cn1,2,-5,7,-2,-7,10,-2,2
O=Cc1cc2ccccc2nc1SCCCF,-1,4,3,-14,15,3,2,-5
O=c1oc2ccccc2cc1NCc1ccccc1O,-36,-10,14,18,1,-54,-3,32
CC(=O)Nc1cc(C(=O)c2ccccc2)ccc1N1CCOCC1,-6,1,-2,-2,-8,-2,0,-2
COc1ccc(C)cc1-n1c(-c2ccncc2)n[nH]c1=S,6,27,3,7,-1,-7,1,-4
O=C1CCN(CCc2ccccc2)CCN1[C@H](CSc1ccccc1)c1ccccc1,9,-3,-15,8,24,-22,-22,7
Nc1nc2ccc(Cl)cc2c2nc(-c3ccco3)nn12,-1,-5,-3,-20,-3,.,.,4

# Fetched one by one from the entries so far, four records:
SMILES,SENP7 block,APOBEC3G inh,SENP8 block-1,UBC13 inh,Apaf1 inhib,SENP8 block-2,SENP1 inh,SENP6 inh
O=c1oc2ccccc2cc1NCc1ccccc1O,-36,-10,14,18,1,-54,-3,32
CC1CCc2ccccc2N1C(N)=Nc1ccccc1 (stereo not drawn),-5,-4,-3,-1,5,4,-2,-10
O=C1CCN(CCc2ccccc2)CCN1[C@H](CSc1ccccc1)c1ccccc1,9,-3,-15,8,24,-22,-22,7
COc1ccc(C)cc1-n1c(-c2ccncc2)n[nH]c1=S,6,27,3,7,-1,-7,1,-4

# Continued:
SMILES,SENP7 block,APOBEC3G inh,SENP8 block-1,UBC13 inh,Apaf1 inhib,SENP8 block-2,SENP1 inh,SENP6 inh
Brc1ccc(/C=N/Nc2ccccc2)cc1,5,1,-16,10,11,5,-1,17
Cc1ccc(CN2CCCN(Cc3ccc(F)cc3Cl)S2(=O)=O)cc1,0,-2,2,0,15,13,1,10
COc1ccc(CCNC(=O)CSc2nnc3ccc(-c4ccncc4)nn23)cc1,3,-3,4,-3,-24,6,1,-5
CCN(c1ccccc1)c1nc(C#N)nc(N(CC)c2ccccc2)n1,10,-7,7,14,1,20,1,5
Cc1ccc(N2C(=O)[C@@H]3[C@H](C2=O)[C@H]2C=CC=NN2[C@@H]3C(=O)Nc2ccccc2)cc1,-2,15,-10,-12,-13,-3,-19,-4
COc1cc(NC(=O)CN2C(=O)COc3ccc(S(=O)(=O)N4CCCC4)cc32)cc(OC)c1,16,-1,-3,-7,6,2,1,-9
Cc1ccccc1C(OCC(O)CN1CCC(C(N)=O)CC1)c1ccccc1 (stereo not drawn),-3,-8,7,-2,4,4,-1,-18
COc1ccc(Br)cc1C(=O)Nc1cccc(-c2nnc(-c3ccco3)o2)c1,-2,-2,3,2,0,4,1,-9
Cc1nn(-c2ccccc2)c(Cl)c1C(=O)NCC(C)c1ccccc1 (stereo not drawn),0,-8,-3,7,10,-1,-2,-6
CC(C)CCOP(=O)(c1ccc(N(C)C)cc1)C(O)c1c(Cl)cccc1Cl (stereo not drawn),12,-7,-4,0,19,11,1,5

# Part of the list above in order of heavy-atom count, low to high.
SMILES,SENP7 block,APOBEC3G inh,SENP8 block-1,UBC13 inh,Apaf1 inhib,SENP8 block-2,SENP1 inh,SENP6 inh
CCN(c1ccccc1)c1nc(C#N)nc(N(CC)c2ccccc2)n1,10,-7,7,14,1,20,1,5
COc1ccc(Br)cc1C(=O)Nc1cccc(-c2nnc(-c3ccco3)o2)c1,-2,-2,3,2,0,4,1,-9
COc1ccc(CCNC(=O)CSc2nnc3ccc(-c4ccncc4)nn23)cc1,3,-3,4,-3,-24,6,1,-5

# (cont.)
SMILES,SENP7 block,APOBEC3G inh,SENP8 block-1,UBC13 inh,Apaf1 inhib,SENP8 block-2,SENP1 inh,SENP6 inh
Cc1ccccc1Oc1ncccc1C(=O)/C(C#N)=C/N(C)C,0,-7,-6,2,-16,10,-2,-16
O=C(CSc1nc(-c2ccco2)cc(C(F)(F)F)n1)NCCCn1ccnc1,6,-5,5,-7,-2,-30,2,-2
CCc1ccc(-c2nc(CS(=O)CC(=O)NCCCN3CCC(C)CC3)c(C)o2)cc1 (stereo not drawn),-8,-6,-5,11,-2,-17,-11,-11
COc1ccc(O)c(C2NC(CC(C)C)(C(=O)O)C3C(=O)N(Cc4ccccc4)C(=O)C23)c1 (stereo not drawn),4,0,7,0,14,11,2,-1
COc1ccccc1N1CCN(C2CCN(S(=O)(=O)c3ccc4ccccc4c3)CC2)CC1,-1,5,5,4,30,18,2,-5
CCCCOC(=O)c1nc[nH]c1C(=O)OCCCC,-6,-4,-7,-21,3,12,0,-5
COc1ccc(/C=C/C(=O)CC(O)(c2ccccc2)C(F)(F)F)cc1 (stereo not drawn),-7,-1,-7,0,5,0,1,-12
CCN(CC)S(=O)(=O)c1ccc(N2CCCC2)c(NC(=O)C2CCCCC2)c1,-5,-2,-1,6,-16,7,0,-9
CC(C(c1cccs1)c1c(N)n(C)c(=O)n(C)c1=O)[N+](=O)[O-] (stereo not drawn),4,-1,3,-1,-14,7,2,7
CCNC(=O)/C=C/c1ccccc1[N+](=O)[O-],4,-5,2,-5,-20,26,2,4
O=C(CN1C(=O)NC2(CCCc3ccccc32)C1=O)NCC(F)(F)F (stereo not drawn),-4,-4,6,6,-3,10,2,8
CCSC1=C(C#N)C(c2cccc(O)c2)CC(=O)N1 (stereo not drawn),-5,-4,-5,-3,2,3,1,-7
C=CCNc1nc2c(c(=O)n(C)c(=O)n2C)n1CC(=C)C,0,-4,-8,-3,5,8,-1,1
CCOCCn1c(=O)c2c(nc3n2CCCN3Cc2ccccc2)n(C)c1=O,2,-4,0,2,-3,-5,1,0
O=[N+]([O-])c1ccccc1S(=O)(=O)N1CCN(CC2CC3C=CC2C3)CC1 (stereo not drawn),0,-5,-1,6,6,8,1,-8
N/C(CN1CCCC1=O)=N\O,-9,-5,-11,-7,-1,-67,4,-17
COC(=O)CCC(=O)OC,7,3,7,4,-11,20,2,17
CCNc1nc(SCC(=O)OC)nc(N(C)C)n1,8,-8,-4,-5,-3,14,2,-11
CNC(=O)C1CC(=O)N(c2ccc(C)cc2)C1 (stereo not drawn),-8,-6,-6,-7,-6,12,4,-3
CCOC(=O)c1sc(NC(=O)C2CC2)cc1C,4,6,-5,1,18,3,3,8

# 3 compounds already listed, sorted by their value in SENP6 inh, smallest number first:
smiles	SENP6 inh
O=[N+]([O-])c1ccccc1S(=O)(=O)N1CCN(CC2CC3C=CC2C3)CC1 (stereo not drawn)	-8
CNC(=O)C1CC(=O)N(c2ccc(C)cc2)C1 (stereo not drawn)	-3
CCOCCn1c(=O)c2c(nc3n2CCCN3Cc2ccccc2)n(C)c1=O	0

# The list continues:
SMILES,SENP7 block,APOBEC3G inh,SENP8 block-1,UBC13 inh,Apaf1 inhib,SENP8 block-2,SENP1 inh,SENP6 inh
COc1cccc(CNC(=O)COc2cccc3c2OC(C)(C)C3)c1,-7,-12,-10,-4,-1,-4,1,-18
S=c1[nH]nc(C2CCCCC2)n1/N=C/c1c(Cl)cccc1Cl,9,5,-5,0,23,21,2,6
O=C(Cc1ccccc1)N1CCN=C1SCc1ccc([N+](=O)[O-])cc1,4,-6,1,17,-4,15,3,6
O=C(NC1CCN(C(=O)Nc2ccccc2Cl)CC1)c1cccc(F)c1,9,2,0,4,2,9,2,-10
N#Cc1c[nH]n2c(=O)c3c(nc12)CCC3,-6,-4,-5,-5,-7,-5,2,-13
CCc1c(O)nc(SCC(=O)c2ccccc2)n(-c2ccccc2)c1=O,-5,-9,-2,1,-8,6,-1,-18
CCCC(=O)NC(=S)Nc1cccc(C(C)=O)c1,-3,1,1,-2,-5,11,0,0
COc1ccc(Cc2nnc(NC(=O)c3ccc(F)cc3)s2)cc1OC,4,-8,-3,-2,0,8,-1,-9
CC(C)(C)NC(=O)c1cc(Cl)ccc1[N+](=O)[O-],6,-6,1,14,-9,18,2,-1
CCCC1CC(CCc2ccccc2)OS(=O)(=O)N1 (stereo not drawn),9,-2,-8,0,-1,15,-1,-11

# Compound profiles, as listed above.
# `N#Cc1c[nH]n2c(=O)c3c(nc12)CCC3` is listed as SENP7 block = -6; APOBEC3G inh = -4; SENP8 block-1 = -5; UBC13 inh = -5; Apaf1 inhib = -7; SENP8 block-2 = -5; SENP1 inh = 2; SENP6 inh = -13
# `CCc1c(O)nc(SCC(=O)c2ccccc2)n(-c2ccccc2)c1=O` is listed as SENP7 block = -5; APOBEC3G inh = -9; SENP8 block-1 = -2; UBC13 inh = 1; Apaf1 inhib = -8; SENP8 block-2 = 6; SENP1 inh = -1; SENP6 inh = -18

# The listing continues.
SMILES,SENP7 block,APOBEC3G inh,SENP8 block-1,UBC13 inh,Apaf1 inhib,SENP8 block-2,SENP1 inh,SENP6 inh
CCCC(C)NC(=O)Cc1ccc(S(=O)(=O)N2CCOCC2)s1 (stereo not drawn),-2,-3,3,10,-4,5,-1,7
O=C(Cc1ccccc1)NNC(=O)c1ccccc1C(=O)O,3,-4,-2,-1,-23,27,5,23
Cc1ccc(C(=O)Cn2c(-c3ccccc3)noc2=O)cc1,-3,-6,0,2,0,10,0,-5
CSc1ccc(C=NNc2ccc(S(=O)(=O)Nc3ccccc3C(=O)O)cc2[N+](=O)[O-])cc1,3,-1,15,-96,-90,35,5,-13
Cc1ccc(S(=O)(=O)N(C)CCCC(=O)NCc2ccc3c(c2)OCO3)cc1,6,-5,-9,-8,-6,17,1,-14
Cc1cc(C(=O)COc2ccc(C#N)cc2)c(C)n1C1CC1,1,-9,-2,4,16,0,3,-5
O=C(CN1c2ccccc2Sc2ccccc21)N/N=C/c1ccc(Cl)cc1,-3,-4,3,2,-9,14,4,-1
